# Vif inh = blocks HIV Vif function. actives 0.35% (n = 340,000). inhibition, % at 7.49 µM. HEK293T cells, Vif self-association by quenched fluorescence, imaging, 24 h; in the data active means inhibition above about 50%, passing the limit was not always enough; further: some results filed as inactive read as strong as hits
# CaV13 FRET inh = Disruptors of the CACNA1D IQ motif to Ca2+-dependent inactivation inhibitor domain association, primary screening, Förster resonance energy transfer in intact living …. actives 0.098% (n = 340,000). inhibition, % at 12.3 µM. HEK cells, CFP/YFP FRET ICDI-IQ, plate reader, 10 min; percent FRET-ratio fall versus neutral wells;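 active means mean replicate inhibition of at least 30% and at least 1% of replicates passing that level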;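 further: 0% = median of the neutral control wells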
# iPSC survival up = enhancers of human iPSC single-cell survival. hiPSC single-cell survival, ATPlite luminescence; 100% = ROCK inhibitor wells, 0% = DMSO. survival enhancement, % at 20 µM. actives 0.044% (n = 360,000). AID 602274; in the data active means survival enhancement above about 18%;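 further: cells exposed to compounds for 16 hours before the ATP read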
# aDG glyco act = increases alpha dystroglycan glycosylation | Pro5-aDG cells, alpha-DG glycosylation AlphaScreen (IIH6); 0% Pro5, 100% B10-LARGE cell signal | activation, % at 10 µM | actives 0.22% (n = 360,000) | AID 624168;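 active means activation of at least 8% versus controls, or a plate z-score of at least 8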;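 further: Pro5 are CHO cells carrying HIG-tagged alpha-DG that lacks glycosylation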
# TRPM1 prom inh = MITF TRPM1 promoter inhibition in SK-MEL-5 cells | SK-MEL-5 TRPM1 promoter luciferase, 24 h | inhibition, % at 12.5 µM | actives 0.83% (n = 330,000);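 active means mean inhibition across replicates of 60% or more, whatever share of single replicates reaches that level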; further: values of inactives mirror those of a sister screen read the other way
# NR2E3 ag-1 = NR2E3 (human) agonism. actives 0.12% (n = 320,000). AID 2300. Q9Y5X4. GST-NR2E3/biotin-RetCOR TR-FRET, 1536-well. inhibition of corepressor binding, % at 4.78 µM;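 active means percent inhibition above the cutoff of mean plus 3 SD of all tested compounds, set per screening campaign, cut at about 20% in these data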;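 further: 0% = DMSO wells and 100% = biotin wells as full block of FRET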
# Target sequence (Q9Y5X4 whole entry, looked up): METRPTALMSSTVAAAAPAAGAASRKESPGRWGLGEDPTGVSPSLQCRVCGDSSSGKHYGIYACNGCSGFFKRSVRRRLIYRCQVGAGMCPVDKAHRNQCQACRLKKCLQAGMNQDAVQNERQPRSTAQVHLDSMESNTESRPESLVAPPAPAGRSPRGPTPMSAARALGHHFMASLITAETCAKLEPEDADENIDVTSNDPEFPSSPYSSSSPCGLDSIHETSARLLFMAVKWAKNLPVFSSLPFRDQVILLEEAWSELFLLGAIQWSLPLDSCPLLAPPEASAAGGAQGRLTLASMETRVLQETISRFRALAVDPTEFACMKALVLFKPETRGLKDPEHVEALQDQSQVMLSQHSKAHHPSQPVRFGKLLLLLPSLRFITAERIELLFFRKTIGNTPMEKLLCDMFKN
#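 Material: NR2E3–RetCOR corepressor complex / Amount: 1.35 nM GST-NR2E3 / Medium: Tris pH 7.5 / Compound: single nominal compound dose of 4.8 µM / Incubation: 5 h at 4 °C / Technique: TR-FRET, Eu(K)-anti-GST donor, streptavidin-D2 acceptor, ex 340, em 617/671 nm / Read-out basis: percent loss of FRET ratio relative to control wells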
# HIF-2a inh = inhibitors of HIF-2a | actives 0.72% (n = 360,000) | 786-0 RCC cells HIF-2a reporter, luciferase luminescence, overnight | AID 624352 | inhibition, % at 18.8 µM;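 active means inhibition of the luminescence signal of 40% or more relative to plate controls, in a single-dose primary screen at 18.75 µM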
# NR2E3 ag-2 = agonists of human NR2E3 nuclear receptor; Q9Y5X4; CHO-S Gal4-NCOR/VP16-NR2E3 two-hybrid, luciferase; inhibition of corepressor binding, % at 3.98 µM; actives 0.35% (n = 360,000); AID 602229;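 active means inhibition above the mean of all tested compounds plus 3 SD, cut at about 70% in these data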;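 further: 0% = DMSO with NR2E3 transfected cells and 100% = cells lacking NR2E3 construct; higher means lower luciferase signal from less NR2E3 corepressor binding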
# Peg3 prom inh = Peg3 promoter activity inhibition; HeLa PEG-Prom luciferase reporter, luminescence, overnight; inhibition, % at 20 µM; actives 1.7% (n = 360,000);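 active means inhibition of at least 50% at 20 µM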
# Granule exo inh = lytic granule exocytosis inhibition. actives 0.66% (n = 360,000). AID 651702. TALL-104 LAMP-1 surface exposure, flow cytometry; cells stimulated with thapsigargin and PMA. inhibition, % at 10 µM;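 active means inhibition above about 55%, limit read from the data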
# PDI turbidity = blocks human protein disulfide isomerase activity | PDI insulin aggregation turbidity, A650, 90 min | inhibition, % at 10 µM | actives 0.052% (n = 350,000) | AID 588391;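 active means mean inhibition across replicates of 30% or more, whatever share of single replicates reach that level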;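 further: absorbance from insulin aggregation driven by PDI reduction with DTT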
# Target sequence (P07237 whole entry, looked up): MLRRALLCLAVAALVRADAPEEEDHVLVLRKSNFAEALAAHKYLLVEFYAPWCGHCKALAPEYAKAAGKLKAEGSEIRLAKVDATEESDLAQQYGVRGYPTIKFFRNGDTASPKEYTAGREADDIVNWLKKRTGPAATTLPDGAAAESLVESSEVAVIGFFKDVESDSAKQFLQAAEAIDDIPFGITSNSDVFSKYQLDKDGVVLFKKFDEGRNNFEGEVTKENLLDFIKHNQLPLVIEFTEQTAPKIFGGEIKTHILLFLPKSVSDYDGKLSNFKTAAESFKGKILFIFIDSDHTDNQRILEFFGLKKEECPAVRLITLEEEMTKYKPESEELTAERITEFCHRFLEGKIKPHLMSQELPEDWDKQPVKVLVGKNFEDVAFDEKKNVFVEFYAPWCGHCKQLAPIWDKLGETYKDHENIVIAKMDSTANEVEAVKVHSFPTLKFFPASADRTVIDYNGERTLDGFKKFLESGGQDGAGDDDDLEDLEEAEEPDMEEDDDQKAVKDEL
# Numbers without * were called inactive; x = not tested or not shown.
SMILES,Vif inh,CaV13 FRET inh,iPSC survival up,aDG glyco act,TRPM1 prom inh,NR2E3 ag-1,HIF-2a inh,NR2E3 ag-2,Peg3 prom inh,Granule exo inh,PDI turbidity
CC(=O)Nc1ccc(C)c(NS(=O)(=O)c2cccc(C(F)(F)F)c2)c1,-7,-13,0.5,0.0,-2,1,16,-23,-3,3,0
CCCCn1c(O)c(N=NC(=O)c2ccco2)c2ccccc21,-6,-17,6.4,-0.4,3,-2,-106,-10,-57,-4,0
CSc1ccc(OC2(C)CCN(Cc3ccc(OC(C)C)cc3)C2)cc1 (stereo not given),-2,-5,-4.8,-0.5,x,x,-11,-7,-8,8,1
COc1ccc(N(C(C)=O)C2C=CS(=O)(=O)C2)c(OC)c1 (stereo not given),2,-9,-1.1,-0.1,5,2,7,-8,8,-3,-4
Cc1ccc(-n2ccc(-c3nn(-c4ccccc4)ccc3=O)n2)cc1,-3,-12,-0.8,0.2,-10,2,23,6,6,-2,-5
CCOc1ccc(OCCSc2nnnn2-c2ccccc2)cc1,x,-4,0.6,0.2,-13,-2,-48,3,-20,1,-3
COc1ccc(Cc2nnc(SCC(=O)N3CCCC(C)C3)o2)cc1 (stereo not given),0,-3,0.1,0.0,x,0,-4,9,12,-2,-2
CC(=O)Nc1ccc(S(=O)(=O)Oc2ccc(/C=N/N=C3/NC(=O)C(CC(=O)O)S3)cc2)cc1 (stereo not given),8,-5,2.0,-0.1,10,2,9,11,7,-1,4
COC(=O)C(Cc1c[nH]c2ccccc12)N1CCS(=O)(=O)CC1 (stereo not given),9,8,0.1,0.0,4,-3,9,-20,9,-2,11
CCc1nc(N2CCC3(CC2)OCCO3)c2nnn(Cc3ccccc3)c2n1,-4,-9,-0.7,0.0,7,-1,-1,-4,10,-1,7
CCOC(=O)C(CC)Sc1nnc2cc(C)c3ccccc3n12 (stereo not given),4,x,1.6,0.2,-9,1,6,-12,18,-4,3
O=C1NC2(CCCC2)C(=O)N1CC(=O)N(Cc1ccccc1)c1ccccc1,x,-6,-0.4,0.3,-3,1,17,-1,-4,13,11
O=C(c1cc(COc2c(F)cccc2F)on1)N1CCSCC1,-4,4,-0.7,0.1,-54,-2,-190,-10,-169,-2,2
Cc1ccc(Cc2nnc(SCC(=O)Nc3ccccc3)[nH]c2=O)cc1,2,-6,-0.3,-0.3,2,3,-1,-3,5,5,-2
Cc1ccc(SCc2c(C(=O)N/N=C/c3ccc(C)o3)nnn2-c2nonc2N)cc1,-1,-11,1.3,-0.3,x,x,15,16,22,2,12
Cc1ccc(/C=N/N2CCCCC2)o1,0,-2,-1.1,-0.2,-43,3,-3,17,-46,9,-7
Cc1ccc(/C=C/C(=O)OCC(=O)NC(=O)NCc2ccccc2)cc1,14,-3,-1.7,-0.1,-11,2,7,-8,11,-10,11
Clc1ccccc1-c1nnc2n1-c1ccccc1SC2,-9,-2,-0.5,0.0,6,3,23,12,35,10,-4
CCOC(=O)C1CCCN(C2=NC(=O)/C(=C/c3ccc(O)c(OC)c3)S2)C1 (stereo not given),7,-14,-0.5,-0.2,1,-4,0,-13,12,-8,1
COc1ccccc1CNC(=O)C(=O)NCC1CCCN1S(=O)(=O)c1cc(C)ccc1C (stereo not given),-3,8,-1.9,0.0,x,x,16,4,12,-5,0
Clc1ccc(Cc2noc(-c3cccs3)n2)cc1,3,-8,-1.1,3.1,-111,3,-196,-39,-454,-3,3
CC(=O)Nc1nonc1NC(=O)c1ccc(F)cc1,6,-4,-0.1,0.0,3,1,12,-27,7,-1,5
Cn1c(NC(=O)c2cc(Cl)ccc2Cl)cc(=O)n(C)c1=O,x,-6,-1.5,0.0,x,2,7,-11,7,-7,-3
CCOC(=O)c1ccc(NC(=O)c2c(C)[nH]c(C(=O)OCC)c2C)cc1,-4,-7,-1.9,0.6,8,-2,7,3,4,8,-4
CC1(C)CC(NC(=O)C2CCN(S(=O)(=O)c3cccc(C(F)(F)F)c3)CC2)CC(C)(C)N1,5,-15,-0.2,0.2,-22,3,12,1,-4,-2,10
CCCS(=O)c1nc(C)cc(C)c1S(C)(=O)=O (stereo not given),-2,19,0.5,0.2,1,-1,3,3,7,-1,-1
COCCN1Cc2cccc(C(=O)Nc3ccc(S(=O)(=O)N4CCCCC4)cc3)c2C1=O,16,-6,2.5,-0.1,1,3,4,16,18,3,2
CN(C)C(=O)C1C2NC(=S)N(c3ccccc3)C1(C)Oc1ccccc12 (stereo not given),-9,4,-0.8,1.2,3,2,18,0,1,7,10
O=C(CCCCCN1C(=O)C2C3C=CC(C3)C2C1=O)Nc1nccs1 (stereo not given),-3,0,1.5,0.2,-13,8,-36,-38,-5,-2,x
CSc1ccc(CN2C(=O)C(C)Sc3ccc(C(C)=O)cc32)cc1 (stereo not given),-11,-18,1.1,0.2,x,x,10,-34,26,0,-4
CCN1CCCC1Cn1cnc2c([nH]c3ccc(Cl)cc32)c1=O (stereo not given),14,1,-2.1,0.3,2,0,-12,-19,2,1,-6
O=C1OC[C@H]2CCCN2C(=O)[C@@H](CC(=O)N(CCO)Cc2ccccc2)C/C=C\CC[C@H]1Cc1ccc(F)cc1,0,-10,-0.8,0.0,2,x,14,8,18,-1,-2
Cc1onc(-c2ccccc2)c1C(=O)N(CC(C)C)c1c(N)n(CC(C)C)c(=O)[nH]c1=O,10,-2,1.0,-0.1,17,0,-6,-13,18,5,-1
O=C(NCCCO)c1cc2ccccc2[nH]1,5,-2,-1.1,-0.3,7,2,2,-8,1,1,9
CN(C)c1ccc(/C=C/c2nnnn2-c2ccccc2)cc1,-9,-7,1.0,-0.2,-27,0,-240,-123,-328,-3,3
COc1ccc(N2CCN(C(=O)CCCC3=NS(=O)(=O)c4ccccc4N3)CC2)cc1,-2,-8,-0.8,-0.1,-1,0,19,-19,8,-2,3
O=C(COC(=O)C1CC1)Nc1ccc(Cl)cn1,4,-7,-0.6,0.2,7,-2,13,12,-8,14,9
CCc1cc2c(SCC(=O)N3CC(=O)Nc4ccccc43)ncnc2s1,-34,-5,3.7,-0.3,12,4,22,13,13,5,21
O=C(NCc1ccncc1)C(=O)N/N=C/c1ccccn1,2,5,3.8,-0.3,3,-2,11,10,0,1,1
CC(=O)N(c1ccc2oc(=O)sc2c1)S(=O)(=O)c1cccc2cccnc12,8,-7,-0.1,-0.1,-2,-1,5,-36,-10,-2,10
O=C(COc1ccc(Br)cc1)Nc1ccccc1C(=O)N1CCOCC1,-3,-3,0.0,0.2,2,2,4,0,-1,6,9
COCn1ccnc1C(=O)c1ccco1,x,-5,0.9,0.2,x,x,7,16,8,-4,8
CCC(Sc1nc(C)cc(C)n1)C(=O)O (stereo not given),-1,-9,-0.7,0.1,2,1,-7,1,2,-1,-4
O=C(O)C1CCCN(S(=O)(=O)Cc2ccccc2)C1 (stereo not given),-11,-12,0.9,-0.1,1,x,7,-20,4,-4,11
CNc1ncnc2c1ncn2[C@H]1CN(CCN2CCOCC2)C[C@@H](CO)O1,-2,-11,2.9,0.2,x,x,9,16,0,0,0
OC(CN1C2=NCCCN2c2ccccc21)c1ccc(Cl)cc1 (stereo not given),-1,7,1.6,0.1,2,1,-5,-12,-18,1,-1
C#CCN1C(=O)S/C(=C\c2ccc(-c3ccc(Cl)c(C(=O)O)c3)o2)C1=O,12,-25,-0.8,0.1,-31,2,-178,-93,-197,-1,16
O=C1COc2ccc(S(=O)(=O)N3CCC(C(=O)NCc4ccc(F)cc4)CC3)cc2N1,8,-3,0.1,0.1,6,1,10,-19,15,25,5
O=C(c1ccccc1)C1CCN(C(=O)C2CCC(=O)N(Cc3cccc(F)c3)C2)CC1 (stereo not given),1,-13,-0.7,0.3,1,x,11,12,1,1,6
CC(C)OC(=O)c1sc2nc3c(cc2c1N)C(=O)CCC3,-4,-5,-0.6,0.1,-79,5,-212,-66,-231,2,5
CCc1nc2c(OCc3cc(Cl)cc(Cl)c3)cccn2c1N(C)C(=O)c1ccc(C)cc1,-10,-7,1.9,-0.1,x,x,-12,14,19,4,2
Cc1ccc(NC(=O)N2CCN(S(=O)(=O)c3ccccc3)CC2)cc1,-2,-6,1.1,-0.3,2,0,7,-16,21,-7,2

# Given tab-delimited: 11 of the compounds above.
Molecule	Vif inh	CaV13 FRET inh	iPSC survival up	aDG glyco act	TRPM1 prom inh	NR2E3 ag-1	HIF-2a inh	NR2E3 ag-2	Peg3 prom inh	Granule exo inh	PDI turbidity
O=C(NCc1ccncc1)C(=O)N/N=C/c1ccccn1	2	5	3.8	-0.3	3	-2	11	10	0	1	1
CC(=O)N(c1ccc2oc(=O)sc2c1)S(=O)(=O)c1cccc2cccnc12	8	-7	-0.1	-0.1	-2	-1	5	-36	-10	-2	10
O=C(COc1ccc(Br)cc1)Nc1ccccc1C(=O)N1CCOCC1	-3	-3	0.0	0.2	2	2	4	0	-1	6	9
COCn1ccnc1C(=O)c1ccco1	x	-5	0.9	0.2	x	x	7	16	8	-4	8
CCC(Sc1nc(C)cc(C)n1)C(=O)O (stereo not given)	-1	-9	-0.7	0.1	2	1	-7	1	2	-1	-4
O=C(O)C1CCCN(S(=O)(=O)Cc2ccccc2)C1 (stereo not given)	-11	-12	0.9	-0.1	1	x	7	-20	4	-4	11
CNc1ncnc2c1ncn2[C@H]1CN(CCN2CCOCC2)C[C@@H](CO)O1	-2	-11	2.9	0.2	x	x	9	16	0	0	0
OC(CN1C2=NCCCN2c2ccccc21)c1ccc(Cl)cc1 (stereo not given)	-1	7	1.6	0.1	2	1	-5	-12	-18	1	-1
C#CCN1C(=O)S/C(=C\c2ccc(-c3ccc(Cl)c(C(=O)O)c3)o2)C1=O	12	-25	-0.8	0.1	-31	2	-178	-93	-197	-1	16
O=C1COc2ccc(S(=O)(=O)N3CCC(C(=O)NCc4ccc(F)cc4)CC3)cc2N1	8	-3	0.1	0.1	6	1	10	-19	15	25	5
O=C(c1ccccc1)C1CCN(C(=O)C2CCC(=O)N(Cc3cccc(F)c3)C2)CC1 (stereo not given)	1	-13	-0.7	0.3	1	x	11	12	1	1	6

# Screens from PubChem.
